CHRM4 PAM: human M4 muscarinic receptor positive allosteric modulators, primary screen, CHO-K1 cells, Fluo-8 calcium fluorescence. Muscarinic acetylcholine receptor M4 (Homo sapiens), P08173. 360,000 tested, 0.4% active. CHO-K1 hM4/Gqi5, ACh EC20; 0% = ACh EC20, 100% = maximal ACh. activation, % at 3 µM;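 active means activation above its plate's cutoff, the mean activation of sample wells plus 3 SD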; further: some results filed as inactive read as strong as hits
GalR3 antagonist: GalR3 antagonists in HEK293 cells, primary screen, cell-based, fluorescence readout; Galanin receptor type 3 (Homo sapiens), O60755; HEK293 GalR3-CNG cAMP membrane potential fluorescence; galR3 body fused to GalR1 C-terminus; inhibition, % at 3 µM; 360,000 tested, 0.44% active; AID 651719, 2012;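 active means inhibition above the screen-wide average plus 3 SD, cut at about 13% in these data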;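 further: forskolin and galanin both at EC90 stimulate the cells; cAMP rise reported by CNG channel membrane potential dye signal; 0% = forskolin plus galanin with DMSO and 100% = forskolin alone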
PHOSPHO1 inh: PubChem AID 1565; Phosphoethanolamine/phosphocholine phosphatase (Homo sapiens), Q8TCT1; recombinant PHOSPHO1, absorbance phosphatase assay; inhibition, % at 13.3 µM; 290,000 tested, 1.1% active; in the data active means inhibition above about 60%
Target sequence (Q8TCT1 whole entry, looked up): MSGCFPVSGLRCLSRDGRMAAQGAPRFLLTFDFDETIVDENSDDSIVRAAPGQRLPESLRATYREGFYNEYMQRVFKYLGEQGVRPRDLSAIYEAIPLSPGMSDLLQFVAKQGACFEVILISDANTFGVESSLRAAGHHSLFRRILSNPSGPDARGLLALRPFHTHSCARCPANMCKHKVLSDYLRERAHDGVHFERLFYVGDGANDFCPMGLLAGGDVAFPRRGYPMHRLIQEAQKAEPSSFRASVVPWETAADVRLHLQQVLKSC
CRFBP-R2 agonist: agonists of CRF-BP/CRF-R2 complex, primary screen, cell-based, HEK293, calcium dye fluorescence, uHTS | CRF-binding protein / CRF receptor 2 complex (human) | calcium dye fluorescence (FLIPR); percent of saturating CRF peptide response | activation, % at 13.2 µM | 350,000 tested, 0.46% active | AID 588473, 2011;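 active means activation of at least 50%, plus an integration ratio under a set limit after plate pattern correction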;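 further: plate controls were neutral control wells without compound for no effect and CRF at EC100 for full effect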
IDE act: human IDE activators in live cells, primary screen, fluorescence polarization, HEK cells, FAbeta-B substrate; 340,000 tested, 0.073% active; activation, % at 5.96 µM; FAbeta-B cleavage; 0% vehicle, 100% cell-free pure enzyme wells; Insulin-degrading enzyme (Homo sapiens), P14735; AID 493087, 2011;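 active means activation above the mean of all tested compounds plus 3 SD, set per screening campaign, cut at about 17% in these data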
pCIP destab: p/CIP-EGFP fusion destabilizers, primary screen, fluorescence, F442A cells. Q05BA5. 16 h. decrease of EGFP signal, % at 10 µM. 290,000 tested, 0.01% active;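 active means EGFP signal decrease of at least 30% at 10 µM or well 3 SD below plate mean, unless failing retest; inactive means the rest, including hits failing retest or dose response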; further: some compounds called inactive have numbers as strong as hits; many of its hits are not listed in these tables
IDE inh: human IDE inhibitors in live cells, primary screen, fluorescence polarization, HEK cells, FAbetaB substrate; Insulin-degrading enzyme (Homo sapiens), P14735; FAbetaB cleavage; inhibition, % at 5.59 µM; 320,000 tested, 0.41% active;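 active means percent inhibition above the average of all tested compounds plus 3 SD, set per screening campaign, cut at about 16% in these data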;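 further: IDE supplied by intact live HEK cells; FP after avidin binding of uncleaved biotin substrate so inhibition keeps polarization high; 0% = DMSO wells and 100% = 60 µM reference IDE inhibitor Ii1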
CRFBP-R2 block: antagonists of CRF-BP/CRF-R2 complex, primary screen, cell-based, HEK293, calcium dye fluorescence, uHTS | CRF-induced calcium fluorescence | inhibition, % at 11.8 µM | 350,000 tested, 0.59% active;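 active means inhibition of the ligand-induced calcium signal above about 50% at the single tested concentration, limit read from the data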
MEKK3 PB1 HTS: modulators of MEKK3-MEK5 PB1 binding, primary screen, biochemical, wildtype MEKK3, multiplex bead flow cytometry, Alexa488-MEK5; Mitogen-activated protein kinase kinase kinase 3 (Homo sapiens), Q99759; bead-based flow cytometry, Alexa488-MEK5 binding to MEKK3; actives lie on both sides; 0 = blocked by unlabeled MEK5, 100 = vehicle; binding response (% of control), % at 10 µM; 290,000 tested, 1.4% active;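 active means binding response more than 3 SD above or below the average of its plate-row segment, actives on both sides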;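 further: Alexa488 bead fluorescence after subtracting the streptavidin-only scavenger bead signal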
Target sequence (Q99759 whole entry, looked up): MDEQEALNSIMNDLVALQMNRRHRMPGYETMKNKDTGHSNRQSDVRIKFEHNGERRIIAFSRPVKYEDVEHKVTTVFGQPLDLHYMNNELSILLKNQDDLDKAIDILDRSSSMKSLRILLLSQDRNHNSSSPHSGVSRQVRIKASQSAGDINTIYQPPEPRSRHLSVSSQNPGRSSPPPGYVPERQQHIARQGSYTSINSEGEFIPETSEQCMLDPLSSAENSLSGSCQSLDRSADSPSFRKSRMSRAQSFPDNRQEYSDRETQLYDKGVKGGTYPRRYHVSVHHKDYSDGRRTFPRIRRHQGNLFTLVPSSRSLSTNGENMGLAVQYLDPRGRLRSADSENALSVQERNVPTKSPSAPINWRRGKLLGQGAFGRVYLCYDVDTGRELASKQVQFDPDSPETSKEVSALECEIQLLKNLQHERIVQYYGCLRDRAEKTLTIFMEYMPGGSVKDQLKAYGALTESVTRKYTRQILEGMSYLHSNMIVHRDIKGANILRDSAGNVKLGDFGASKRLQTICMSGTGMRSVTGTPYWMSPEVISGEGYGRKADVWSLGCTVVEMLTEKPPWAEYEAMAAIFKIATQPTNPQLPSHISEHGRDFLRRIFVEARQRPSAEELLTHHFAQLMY
* = called active by the depositor; / = no result given. Rows were taken by chance, and some 4.2% of all compounds hit somewhere here.

SMILES	CHRM4 PAM	GalR3 antagonist	PHOSPHO1 inh	CRFBP-R2 agonist	IDE act	pCIP destab	IDE inh	CRFBP-R2 block	MEKK3 PB1 HTS
COc1ccc(N(CC(=O)Nc2cc(OC)ccc2OC)S(=O)(=O)c2c(C)nn(C)c2C)cc1	-14	/	17	-1.4	1	-7	-1	-44	/
CC(=O)Nc1ccc(OCc2cn(CC(=O)c3ccc(O)cc3)nn2)cc1	3	-8	/	0.1	/	/	/	-10	/
CCCN1CCN(CCCNC(=O)c2cc3c(s2)-c2c(C)cccc2OC3)CC1	1	-9	22	-0.3	-2	4	0	-10	106
O=C(COC(=O)COc1cccc(F)c1)NCC1CCCCC1	20	-2	/	-0.8	-3	/	6	-1	/
CN1CCC2(CC1)N=C(c1ccc(F)cc1)C(=S)N2C(=O)c1ccc(C(C)(C)C)cc1	-2	-5	-11	-1.1	4	-1	-1	-26	101
Cc1cc(=O)oc2cc(OCC(=O)N3CCc4ccccc4C3)ccc12	-4	1	9	0.5	-1	2	-1	2	99
O=C(CSc1nnc(-c2cccs2)n1-c1ccccc1)Nc1ccccc1	9	-4	31	-0.8	-4	9	-3	16	92
COc1ccc(/C=C2\SC(=O)N(CCC(=O)N3CCCCC3)C2=O)cc1OC	4	-5	14	-0.6	1	-2	1	-3	97
COc1ccc(CNS(=O)(=O)CCNC(=O)c2ccc3c(c2)OCO3)cc1	2	-3	/	0.9	2	/	3	1	/
CC(=O)Nc1ccc(NC(=O)C(C)OC(=O)CNS(=O)(=O)/C=C/c2ccc(C)cc2)cc1 (stereo unspecified)	7	-3	/	1.1	3	/	1	9	/
O=C1/C(=C\c2ccc(O)cc2)SC(=S)N1c1cccnc1	-4	-4	-3	24	-99	-3	88*	-20	99
Cc1cc(NC(=O)CN2CCCC(C)C2)no1 (stereo unspecified)	-3	-1	41	0.3	4	-1	3	2	75
O=C(COc1ccc(S(=O)(=O)N2CCOCC2)cc1)NCCc1ccccc1	2	-1	/	0.4	4	/	3	2	/
O=C(Nc1ccc2c(c1)OCO2)c1cnn2cccnc12	5	-8	27	-3.2	4	-3	-5	-13	99
Cc1cccc(N(CC(=O)NC2CCCCC2)C(=O)CCCC(=O)Nc2ccccn2)c1C	-7	-14	36	-0.9	-1	2	0	-4	100
Cc1ccc(C[n+]2cc(-c3ccc(Cl)cc3)n3c2CCC3)cc1	-9	-2	12	0.7	/	-21	3	3	95
CC(C)CCNC(=O)CN(C(=O)Cn1nnc(-c2ccccc2F)n1)c1cccc2c1CCCC2	-14	-1	-14	28	-2	-12	2	-17	95
O=C1N(c2ccc(Cl)cc2)C(c2ccc(Cl)cc2)N2CCCN12 (stereo unspecified)	-4	-4	-12	-2.1	-4	-3	3	30	109
CCCCN(C(=O)C1=NN(c2ccccc2)C(=O)CC1)c1c(N)n(CC(C)C)c(=O)[nH]c1=O	-1	-1	/	0.9	1	/	1	-1	/
Cc1nc2ccc(S(=O)(=O)NC(C(=O)N3CCCCCC3)C(C)C)cc2s1 (stereo unspecified)	-2	-1	0	0.4	4	-15	4	-1	105
COc1ccc(-c2nc3ccccc3n2OCC(=O)O)cc1	-14	-7	6	-2.4	1	1	0	-1	101
Cc1cccc(-c2nc(CS(=O)CC(=O)NC(C)CCc3ccccc3)c(C)o2)c1 (stereo unspecified)	-10	-9	44	-1.1	4	0	1	-6	96
O=C(COc1cccc2cccnc12)Nc1ccccc1N1CCOCC1	4	-3	-10	0.4	-6	-6	6	2	100
COc1ccccc1CNC(=O)c1ccc(S(=O)(=O)N(C)c2ccccc2)cc1	-2	-5	/	2.3	4	/	/	2	/
COc1ccccc1C(CNc1ncccc1[N+](=O)[O-])N(C)C (stereo unspecified)	3	-3	8	0.3	2	-17	6	-2	104
The listing continues:
SMILES	CHRM4 PAM	GalR3 antagonist	PHOSPHO1 inh	CRFBP-R2 agonist	IDE act	pCIP destab	IDE inh	CRFBP-R2 block	MEKK3 PB1 HTS
O=C(NC1CCCC1)C(c1ccsc1)N(Cc1ccccc1)C(=O)Cc1cccs1 (stereo unspecified)	-18	-13	54	0.6	4	-5	1	-27	/
O=C(Nc1ccccc1)N1CCc2c([nH]c3ccccc23)C1C(F)(F)F (stereo unspecified)	2	-4	8	-1.8	3	2	8	5	101
Cc1ccc(S(=O)(=O)Nc2ccc(C(OC(=O)c3ccccc3[N+](=O)[O-])(C(F)(F)F)C(F)(F)F)cc2)cc1	-11	-8	0	0.7	3	-10	-4	-7	92
COc1ccc2c(c1)CCC1(C)CC(=O)C=C21 (stereo unspecified)	10	-7	/	-2.5	/	/	/	16	/
CCOC(=O)c1c(NC(=O)C2C3C=CC(C3)C2C(=O)O)sc2c1CCC(C)C2 (stereo unspecified)	7	-2	6	-0.5	4	-15	-5	-25	100
CCn1ncc(CN2CCC(Oc3ccc(C(=O)N4CCCC4)cc3)CC2)c1C	-11	4	44	-0.5	-4	-15	1	-9	98
O=C(Nc1cc(Cl)ccc1N1CCOCC1)c1ccc2c(c1)OCCO2	-11	-2	32	-2.5	4	-13	-7	-6	114
Cc1ccccc1N1CCN(C(=O)[C@@H]2CCCN2C2=NS(=O)(=O)c3ccccc32)CC1	12	-3	/	-1.1	2	/	-2	1	/
Cn1nc(C(=O)OCC(=O)NCc2ccc(Cl)cc2Cl)c2ccccc2c1=O	9	-5	/	-0.7	/	/	/	17	/
CC(C)CC(NC(N)=O)C(=O)OCC(=O)Nc1ccc(SC(F)F)cc1 (stereo unspecified)	-7	-4	-1	1.2	9	12	-1	-18	92
N#C/C(=C\c1ccc(O)c(O)c1)C(=O)NCc1ccccc1	3	3	/	-0.8	-37	/	30*	-38	/
Cc1ccc(C(=O)c2sc3nc4c(cc3c2N)CCC4)cc1	21*	-1	-1	-0.1	7	-3	7	1	102
O=C(NC(=S)Nc1ccccc1N1CCCC1)c1ccc(-c2cccc([N+](=O)[O-])c2)o1	2	7	24	3.2	4	-11	2	-19	101
O=C(CCN1CCN(S(=O)(=O)c2ccc(Cl)cc2)CC1)Nc1ccccc1F	-7	-1	-34	-1.9	7	-8	-2	2	103
Cc1ccc(/C=C2/SC(=S)N(CCC(=O)N3CCN(C)CC3)C2=O)cc1	-7	-1	16	6.8	-3	-5	-6	-14	104
COc1ccc(N2CCN(C(=O)c3ccc(C)c(Cl)c3)CC2)cc1	10	-6	-36	0.3	0	-8	5	-9	104
CC1=NN(c2ccccc2)C(=O)C1C(=O)c1cc([N+](=O)[O-])cc([N+](=O)[O-])c1 (stereo unspecified)	-5	0	16	-2.5	4	0	0	17	105
CSc1ccc(NC(=O)NCc2ccccc2)cc1	1	-6	-10	-0.1	5	-4	-3	5	86
Cn1nnnc1Sc1ncnc2scc(-c3cccc4ccccc34)c12	5	-5	/	1.5	2	/	8	10	/
COc1ccc(C2=CC(c3ccco3)n3ncnc3N2)cc1 (stereo unspecified)	3	/	5	170*	-29	5	/	-144	88
O=C1CSc2ccc(S(=O)(=O)CCC(=O)NC3CCCCC3)cc2N1	2	-5	12	-0.7	3	-7	3	-2	98
O=C(NC(=O)c1ccccc1)C1=C(N2CCCC2)COC1=O	-2	-9	/	0.2	3	/	-5	7	/
O=C(COC(=O)c1nc(Cl)ccc1Cl)NC1CCS(=O)(=O)C1 (stereo unspecified)	3	-4	/	-0.1	8	/	-1	2	/
O=C(Cn1cnc2ccccc2c1=O)c1ccc(OC(F)F)cc1	-4	-3	14	0.2	10	-6	-6	2	101
Cc1nn(-c2cc(C)c3ccccc3n2)c2c1C1C(C2)C1(C)C (stereo unspecified)	8	-4	-7	2.4	0	3	2	-25	107
Additional results.
SMILES	CHRM4 PAM	GalR3 antagonist	PHOSPHO1 inh	CRFBP-R2 agonist	IDE act	pCIP destab	IDE inh	CRFBP-R2 block	MEKK3 PB1 HTS
CCC(=O)NC(C)c1nc2ccccc2n1C (stereo unspecified)	-1	1	52	-0.5	0	0	5	-24	98
COC(=O)c1sccc1NC(=O)COc1ccccc1Cl	-7	-5	6	1.3	1	5	12	-42	102
Cc1cc(=O)c(C(=O)Nc2cccc(N3CCCC3=O)c2)nn1-c1ccccc1F	0	-3	/	0.8	4	/	-1	7	/
COc1cc(C=C2C(=O)OC(c3ccccc3)OC2=O)cc(Br)c1O (stereo unspecified)	4	0	-10	0.2	-2	8	4	-1	101
FC(F)(F)c1cc(CCN2CCNC[C@@H]2Cc2ccccc2)cc(C(F)(F)F)c1	9	-2	/	7.4	1	/	2	-17	113
O=C(N/N=C\c1cccc(Br)c1)c1ccccc1-n1cccc1	-7	-2	8	0.5	-4	5	3	1	106
CC(C)(C)NC(=O)C1CC(=O)N(CCc2ccc(F)cc2)C1 (stereo unspecified)	-5	-11	25	-0.5	-4	-2	-6	-12	102
CCOC(=O)c1sc2nc(NC(=O)C(C)(C)C)sc2c1C	-13	0	0	0.8	-4	-34	2	1	/
CC[C@H](C)C(C(=O)N1CCN(C(=O)OC(C)(C)C)CC1)n1cc(C(CO)NC(=O)OC(C)(C)C)nn1 (stereo partly specified)	0	-4	-24	-0.9	-2	2	5	-2	99
O=C(O)CC1NC(=O)N(c2ccccc2)C1=O (stereo unspecified)	/	-2	11	/	/	6	/	/	113
O=C(CN1C(=O)NC2(CCCC2)C1=O)Nc1cc(Cl)ccc1Oc1ccccc1	-2	-3	/	0.5	1	/	4	-7	/
CCOc1cc2[nH]c(=S)n(CCCN3CCN(C)CC3)c(=O)c2cc1OCC	-6	3	/	-5.9	2	/	/	9	/
COc1ccc2c(Cl)cc(NC(=O)Nc3c(C)cccc3C)nc2c1	-2	-2	/	7.0	/	/	/	5	/
Clc1cccc(Cl)c1CSc1nnc([C@@H]2CCCN2)o1	-11	-3	28	-0.8	0	-17	2	0	104
COc1ccc(C=NNC(=O)CCCCC(=O)NN=Cc2ccc(OC)cc2)cc1	7	-6	/	-0.9	-2	/	/	-3	/
O=c1/c(=C/c2ccco2)sc2n1CN(c1cccc(Br)c1)CN=2	3	-1	39	0.6	0	-7	-5	-2	/
N/C(=N\c1nc(CSc2ccccn2)cc(=O)[nH]1)Nc1ccc(Cl)cc1Cl	-18	-4	38	-1.8	1	-2	9	4	98
COc1ccc(N(C(=O)c2ccco2)C(C(=O)NC2CCCC2)c2cccnc2)c(OC)c1 (stereo unspecified)	-1	-8	36	0.1	-1	-5	3	-1	95
CCOC(=O)c1ccc(NS(=O)(=O)c2ccc3c(c2)n(C)c(=O)n3C)cc1	-6	-8	/	2.4	6	-19	2	3	100
